High-throughput results from PubChem.
GPR35 arrestin U2OS = GPR35 antagonists blocking zaprinast-driven arrestin recruitment, primary screen, imaging, U2OS, beta-arrestin-GFP, zaprinast agonist (AID 2058); inhibition, % at 10 µM, or IC50 in µM where a hit was titrated; U2OS GPR35 beta-arrestin-GFP translocation imaging, zaprinast antagonism; higher % means a stronger effect; hit rate 0.052% among 290,000;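 active means inhibition of at least 50% with at least 30 cells and total cytoplasm GFP at most 10,000,000; inconclusive means under 30 cells or total GFP of 10,000,000 plus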
Dengue-2 NS5 capping = flavivirus cap methylation enzyme inhibition – biochemical, confirmation dose response, primary screen (AID 588689). Dengue-2 NS5 methyltransferase capping enzyme assay, biochemical; higher % means a stronger effect. one-dose inhibition, % at 25 µM; IC50 in µM for titrated hits. hit rate 0.3% among 340,000; in the data active means a potency from the dose series; inconclusive means inhibition above about 29% without an active follow-up result
AID2073 = inhibitors of Mint1-CaV2.2 protein interaction, biochemical, HTRF (AID 2073); hit rate 0.19% among 290,000; HTRF protein-protein interaction, Mint1-CaV2.2; higher % means a stronger effect; one-dose inhibition, % at 20 µM; IC50 in µM for titrated hits; in the data active means inhibition mostly above about 51%, no sharp cut-off; inconclusive means no clear call, values can overlap the other calls; inactive means mostly below about 53%; further: some results filed as inactive read as strong as hits
GPR55 LPI antagonism = inhibition of LPI-stimulated GPR55 beta-arrestin translocation – imaging, U2OS, beta-arrestin-GFP, LPI agonist, primary screen (AID 2013) | hit rate 0.13% among 290,000 | U2OS GPR55 beta-arrestin-GFP translocation imaging, LPI antagonism; higher % means a stronger effect | one-dose inhibition, % at 10 µM; IC50 in µM for titrated hits;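 active means spots per cell inhibited over 60%, with over 100 cells counted and total cytoplasm intensity under 500,000; inconclusive means wells with under 100 cells, flagged as likely toxic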;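 further: U2OS cells stably carrying GPR55 and arrestin-GFP stimulated by 5 µM LPI near EC80; imaged beta-arrestin-GFP aggregate spots per cell after agonist stimulation; plate controls were LPI-stimulated DMSO wells for no effect and DMSO wells without LPI for full effect; some results filed as inactive read as strong as hits; confirmed hits need IC50 under 10 µM and bright autofluorescent wells are also inconclusive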
HIV fusion peptide = cell-free HIV fusion peptide-binding blockers – biochemical, uHTS, fluorescence dequenching, primary screen (AID 1986) | one-dose inhibition, % at 20 µM; IC50 in µM for titrated hits | hit rate 0.3% among 290,000 | cell-free peptide binding, fluorescence dequenching, 30 min; higher % means a stronger effect; in the data active means inhibition mostly above about 52%, no sharp cut-off; inactive means mostly below about 76%; further: some results filed as inactive read as strong as hits
K1F lysis inhibition = inhibition of K1F phage lysis, E. coli UTI89, bacterial capsule biogenesis inhibitors, alamar blue (AID 488966); E. coli UTI89 K1F phage lysis, alamar blue, 2 h; higher % means a stronger effect; inhibition, % at 100 µM, or IC50 in µM where a hit was titrated; hit rate 0.02% among 340,000;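 active means phage lysis inhibition, versus mean bacterial control, above a set limit; inconclusive means no clear call, values can overlap the other calls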;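 further: capsule biogenesis inhibitors block K1F phage lysis so surviving cells raise fluorescence; higher fluorescence means more inhibition of phage lysis; actives were called in the ten point dose series up to 300 µM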
NTR1 agonist = agonists of NTR1, primary screen, imaging, U2OS cells, beta-arrestin-GFP, high content (AID 493036) | NTR1-U2OS beta-arrestin-GFP spot imaging, agonist mode | activation, % at 20 µM | hit rate 0.17% among 330,000;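 active means activation at or above 40% of the spot to cytoplasm intensity ratio, with at least 20 cells analyzed; inconclusive means wells under 20 cells, flagged as cytotoxic or low count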;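 further: 0% = DMSO without peptide and 100% = 100 nM NTR1 peptide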
Target sequence (P30989 whole entry, looked up): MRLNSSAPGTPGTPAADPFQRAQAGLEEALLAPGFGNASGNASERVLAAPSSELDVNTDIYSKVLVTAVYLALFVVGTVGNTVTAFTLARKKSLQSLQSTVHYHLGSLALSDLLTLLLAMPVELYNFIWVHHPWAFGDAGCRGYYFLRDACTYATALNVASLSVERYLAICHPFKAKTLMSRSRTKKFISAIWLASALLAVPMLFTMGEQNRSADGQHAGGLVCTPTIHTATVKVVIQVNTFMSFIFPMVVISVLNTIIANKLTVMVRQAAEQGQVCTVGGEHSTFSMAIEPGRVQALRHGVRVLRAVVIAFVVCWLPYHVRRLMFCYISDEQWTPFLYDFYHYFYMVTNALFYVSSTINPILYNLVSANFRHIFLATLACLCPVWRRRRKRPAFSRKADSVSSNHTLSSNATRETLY
SIAH1 antagonists = blockers of Siah-1 interaction with plectin peptide – biochemical, fluorescence polarization, rhodamine-plectin, uHTS, primary screen (AID 1817); Siah-1 / rhodamine-plectin peptide fluorescence polarization; higher % means a stronger effect; displacement, % at 20 µM, or IC50 in µM where a hit was titrated; hit rate 0.02% among 290,000;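 active means displacement of at least 50% at 20 µM, with a fluorescence ratio check between 0.3 and a set limit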;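 further: plate controls were Siah plus tracer with DMSO for no effect and tracer alone without Siah for full effect; strong numbers were not always called active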
GPR55 activation = GPR55 agonists via beta-arrestin recruitment, primary screen, imaging, U2OS cells, beta-arrestin-GFP redistribution (AID 1961) | U2OS GPR55 beta-arrestin-GFP redistribution imaging; higher % means a stronger effect | one-dose activation, % at 10 µM; EC50 in µM for titrated hits | hit rate 0.048% among 290,000;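 active means activation above 40% with more than 50 cells counted in the well; inconclusive means wells holding fewer than 50 cells, flagged as toxic or sparse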;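 further: U2OS osteosarcoma cells stably expressing GPR55 and beta-arrestin-GFP; plate controls were DMSO negative control for no effect and LPI positive control for full effect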
NTR1 agonist cell count 20 µM = recorded beside NTR1 agonist, whose call it bears; cell count; measured here: cell count, cytotoxicity flag
* marks the source's active call; other numbers are inactive results; ? = inconclusive; / = no result given; [ ] = another dose, or the depositor's remark. An unsorted share of the library; overall some 1.2% were active at least once.

The opening 3 records, ahead of the listing:
compound | HIV fusion peptide | Dengue-2 NS5 capping | K1F lysis inhibition | GPR55 activation | GPR35 arrestin U2OS | SIAH1 antagonists | GPR55 LPI antagonism | AID2073 | NTR1 agonist cell count 20 µM | NTR1 agonist
COc1c(Cl)cc(-c2noc(C)c2C(=O)NCc2ccc3c(c2)OCO3)cc1Cl | -0.2% | -5% | -1.5% | -0.2% | -1% | -2% | 2% | -1% | 57 | 2.1
COc1cccc(/C=N/n2c(-c3ccco3)nc3ccccc3c2=O)c1 | 21% | -1% | 0.0% | 0.1% | -8% | 24% | -2% | 9% | 54 | 1.4
CCN1C/C(=C/c2ccc(OC)c(O)c2)C(=O)/C(=C/c2ccc(OC)c(O)c2)C1 | 7.6% | -9% | -0.2% | 3.1% | -6% | 1% | -3% | 0% | 40 | 4.8

Main list, repeating the preview:
compound | HIV fusion peptide | Dengue-2 NS5 capping | K1F lysis inhibition | GPR55 activation | GPR35 arrestin U2OS | SIAH1 antagonists | GPR55 LPI antagonism | AID2073 | NTR1 agonist cell count 20 µM | NTR1 agonist
COc1c(Cl)cc(-c2noc(C)c2C(=O)NCc2ccc3c(c2)OCO3)cc1Cl | -0.2% | -5% | -1.5% | -0.2% | -1% | -2% | 2% | -1% | 57 | 2.1
COc1cccc(/C=N/n2c(-c3ccco3)nc3ccccc3c2=O)c1 | 21% | -1% | 0.0% | 0.1% | -8% | 24% | -2% | 9% | 54 | 1.4
CCN1C/C(=C/c2ccc(OC)c(O)c2)C(=O)/C(=C/c2ccc(OC)c(O)c2)C1 | 7.6% | -9% | -0.2% | 3.1% | -6% | 1% | -3% | 0% | 40 | 4.8
O=C(Cn1nnc(-c2ccc(CN3CCOCC3)cc2)n1)Nc1nc(-c2ccccc2)cs1 | -1.3% | -3% | 0.6% | -0.3% | -11% | -1% | -2% | -1% | 67 | -0.8
CC(=O)Nc1ccc(SCC(=O)NCCc2ccc(F)cc2)cc1 | 5.2% | -5% | -1.4% | -0.4% | 7% | 0% | -5% | 1% | 57 | 0.1
CC(C)NCC(O)COCCOc1ccc(Cl)cc1 (stereo unspecified) | -0.4% | 8% | -1.3% | 0.3% | 0% | 1% | -2% | -3% | 64 | -1.0
O=C1C2C3CCCC3=C3CCCC3C2C(=O)N1c1ccc(F)cc1 (stereo unspecified) | 2.3% | 21% | 3.6%[50 µM] | 0.3% | 1% | -1% | -8% | -5% | 59 | 0.2
COc1ccccc1-n1cnc(N)c1C(=O)c1ccccc1 | -1.4% | -7% | 1.9% | -0.1% | 16% | 0% | -1% | 4% | 61 | -1.9
CCOC(=O)c1ccc(NC(=O)COC(=O)Cc2csc(-c3ccccc3)n2)cc1 | -2.1% | -9% | 1.8% | -0.2% | -16% | 1% | 7% | -2% | 53 | -0.6
CCOC(=O)c1sc2ncnc(N3CCN(C(=O)OCC)CC3)c2c1C | -0.8% | 4% | -0.3% | -0.1% | -16% | 2% | -16% | 17% | 33 | -0.7
Cc1ccc(S(=O)(=O)N(C)C)cc1NC(=O)C(C)OC(=O)/C=C/c1cccs1 (stereo unspecified) | -1.2% | -9% | 0.0%[50 µM] | -0.1% | -1% | -4% | 0% | 19% | 52 | -1.9
O=C(CCN1C(=O)c2ccccc2C1=O)NNC(=O)c1ccc(Cl)cc1Cl | 1.4% | 5% | 8.2% | -0.3% | -6% | 5% | 4% | 10% | 45 | -1.7
Cc1ccc(C)c2[nH]c(=O)c(CCNC(=O)c3cc4ccccc4o3)cc12 | -1.0% | -5% | -1.1% | -0.1% | 20% | -1% | 0% | 3% | 91 | 3.6
CCOc1ccc(-c2nnc3sc(COc4ccccc4)nn23)cc1 | 1.0% | -4% | -0.2% | -0.1% | 12% | -4% | 5% | -8% | 70 | 5.2
COc1ccc(-c2oc3ccc(-c4cc(OC)c(OC)c(OC)c4)cc3c2C(=O)c2ccc(OC)nc2)cc1 | 2.1% | -2% | 1.3% | 1.2% | 7% | 2% | ? | 48% | 86 | 0.0
CCN1CCN(C(=O)/C=C/c2ccccc2[N+](=O)[O-])CC1 | -1.6% | 1% | 0.0% | -0.1% | -6% | -3% | 2% | 1% | 80 | 0.4
O=C(O)c1cc2nc3c(c(C(F)(F)F)n2n1)CCc1ccccc1-3 | -1.4% | 10% | 0.0% | 0.3% | -12% | -5% | 12% | 26% | 59 | -0.2
Nc1nc(Nc2ccccc2F)nc(N2CCCC2)c1[N+](=O)[O-] | -0.7% | 3% | -0.2% | 0.0% | 1% | 3% | -9% | -1% | 76 | 0.3
COc1ccccc1/C=N/Nc1nncc2ccccc12 | -1.4% | 5% | -0.1% | -0.2% | 9% | -6% | 6% | 0% | 91 | -0.1
O=C(Nc1ccccc1O)c1cccc(S(=O)(=O)N2CCOCC2)c1 | -2.4% | -7% | -0.2% | -0.1% | 2% | 0% | 10% | 15% | 50 | 0.0
COC(C(=O)Nc1ccnn1C1CCN(Cc2ccccn2)CC1)c1ccccc1 (stereo unspecified) | 2.6% | 0% | -0.1% | -0.1% | 4% | -1% | 6% | -1% | 47 | 0.7
C=CCNc1nc(-c2ccccn2)nnc1-c1ccccc1 | 1.4% | -12% | -1.9% | -0.1% | -2% | 0% | 11% | -1% | 83 | 7.4
COc1ccc(C(=O)c2cn[nH]c2-c2cc(C)ccc2O)cc1 | -4.1% | 5% | 0.1% | 0.0% | 2% | 0% | 5% | 7% | 45 | -0.5
CC(C)c1ccc(-c2nnn(CC(=O)N3CCCCC3)n2)cc1 | 0.7% | -10% | 0.3% | 1.1% | 6% | 5% | -5% | -5% | 77 | 0.0
CCC1C(=O)Nc2nc(-c3ccccc3)c(-c3ccccc3)n2N=C1C (stereo unspecified) | 1.2% | -6% | 1.3%[50 µM] | 0.3% | -9% | 7% | 18% | -2% | 67 | 0.3
NCCc1nnc(SCc2ccc(F)cc2)o1 | -1.1% | -1% | 0.8% | -0.3% | 5% | 2% | 9% | -9% | 72 | 1.7
CCOC(=O)c1[nH]c2ccc(Br)cc2c1NC(=O)CCN1CCN(C(=O)OCC)CC1 | -1.2% | -9% | 5.0% | 0.3% | 3% | -1% | 0% | -3% | 71 | 1.5
COC(=O)Nc1ccc(S(=O)(=O)N2CCCC(C(=O)N3CC(C)OC(C)C3)C2)cc1 (stereo unspecified) | 1.1% | -6% | -0.1% | 0.1% | -4% | 1% | -4% | 4% | 37 | 3.1
CN(C)C(=O)c1ccc(-n2nc(C(F)(F)F)c3c2CCCC3)cc1 | 0.4% | -1% | 0.0% | 0.3% | 12% | -1% | 5% | -3% | 46 | 3.2
COC(=O)c1cccc(NC(=S)N2CCCCC2)c1 | -0.1% | -3% | -0.4% | 1.0% | 20% | -5% | 8% | -9% | 78 | -0.5
COc1cccc(C=Nc2cccnc2)c1O | -2.2% | / | / | -0.1% | 5% | 3% | 32% | -6% | 80 | 0.6
CCOc1ccc(Nc2nc(Cc3nnc(SCC(=O)O)o3)cs2)cc1 | -0.5% | 13% | 2.0% | -0.1% | 2% | -6% | -8% | 0% | 52 | -0.3
COc1ccc(C)cc1NC(=O)C1CCN(S(=O)(=O)c2cccc3cccnc23)CC1 | 0.0% | -9% | -1.3% | 0.5% | 15% | -5% | -6% | 6% | 60 | -0.1
Cc1cccc(NC(=S)NCCC(c2ccccc2)c2ccccc2)c1 | 0.4% | 4% | 2.6% | -0.1% | -19% | 8% | 18% | 9% | 53 | 2.2
Nc1c(Cl)c(Cl)nc(C(=O)OCC(=O)NC2CCCCC2)c1Cl | 4.5% | -5% | 0.1% | 0.9% | -1% | 2% | 4% | 19% | 48 | 3.1
CC(=O)c1ccc(-n2ccnc2)cc1 | -0.7% | 5% | -0.8% | -0.1% | 8% | -8% | 4% | 11% | 53 | 1.2
CCOC(=O)N1CCC(n2c(SCC(=O)OCc3ccccc3)nc3ccsc3c2=O)CC1 | 2.1% | -8% | 3.4% | 0.1% | 5% | 4% | 6% | -5% | 45 | 17
O=C(NC1CC1)C1CCCN1C(=O)NC1CCCCC1 (stereo unspecified) | 0.7% | -13% | -0.4% | 0.2% | 27% | -2% | -4% | -6% | 34 | 1.9
O=C(COC(=O)c1cc[n+]([O-])cc1)Nc1ccc([N+](=O)[O-])cc1 | 1.8% | -3% | 0.1% | -0.2% | -6% | -1% | -5% | 5% | 45 | 0.2
CCOc1ccc(NC(=O)CN2C(=O)CSc3ccc(S(=O)(=O)N4CCOCC4)cc32)cc1 | -0.9% | -2% | 1.3% | -0.1% | 12% | 13% | 7% | -3% | 69 | 1.6
O=C(Nc1ccc(F)cc1)C(c1ccccc1)N1CCN(S(=O)(=O)c2c(F)cccc2F)CC1 (stereo unspecified) | 0.7% | -4% | 7.5% | 0.0% | 0% | 5% | 11% | 1% | 55 | 0.0
CN(Cc1ccccc1)C(=O)C(C(=O)c1ccc(F)cc1)n1cc(Cl)ccc1=O (stereo unspecified) | 2.9% | -4% | 0.0% | 0.3% | -7% | 4% | 0% | 1% | 41 | -0.6
Cc1ccc(S(=O)(=O)/N=C(/c2ccccc2)N(C)c2ccc(O)cc2)cc1 | -0.2% | / | 0.8% | -0.4% | 5% | 2% | -4% | -8% | 91 | 1.8
C=CCN(c1ccc(C(=O)Nc2cc(C)cc(C)c2)cc1)S(C)(=O)=O | -1.9% | -8% | 2.3% | 0.9% | 0% | 0% | 20% | 4% | 28 | 0.7
CNc1c(NC(=O)c2ccc3c(c2)OCO3)c(=O)oc2ccccc12 | -0.5% | -3% | 2.5% | -0.2% | -1% | -1% | -3% | 7% | 63 | -1.4
CC(=O)N1N=C(c2ccc(Cl)cc2)OC12CCCC2 | -0.2% | 1% | -0.1% | -0.2% | 0% | 2% | -12% | -10% | 44 | -0.4
